T cell HTS – T cell immune modulation candidate. 2C CD8+ T cell-vesicle binding, flow cytometry; hits give low values. calls only at 7 µM. actives 0.068% (n = 330,000). AID 2052;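 active means response, share of CD8 T cells binding vesicles, and their 90th percentile fluorescence all below set limits, cut at about 80% in these data, passing the limit was not always enough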
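Read-out – percent CD8+ FL2 mean versus row control · System – murine 2C transgenic CD8+ T lymphocytes · Times – 1.5 h cell–vesicle binding at 37 °C, then 20 min icy labelling · Control set – naked vesicles low, QL9 vesicles with vehicle high · Detection – cytometric PE anti-B7-1 and Alexa647 anti-CD8 signals after 1% paraformaldehyde fixation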
Rac1 GTP hydrolysis – MgcRacGAP GTPase-activating activity inhibitors, confirmation, biochemical, ADP Hunter fluorescence | actives 0.6% (n = 340,000) | AID 624330 | MgcRacGAP-stimulated Rac1 GTP hydrolysis, ADP Hunter fluorescence; higher % means a stronger effect; GST-tagged Rac1 F28L mutant substrate | inhibition, % at 30 µM; hits with a dose series show IC50 in µM;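 active means first-screen hits whose inhibition reached a set limit at any dose in the follow-up dose series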;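 further: fluorescence reports GDP produced by GAP-driven GTP hydrolysis; strong numbers were not always called active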
GPR35 arrestin U2OS – GPR35 antagonists blocking zaprinast-driven arrestin recruitment, primary screen, imaging, U2OS, beta-arrestin-GFP, zaprinast agonist (AID 2058); U2OS GPR35 beta-arrestin-GFP translocation imaging, zaprinast antagonism; higher % means a stronger effect; one-dose inhibition, % at 10 µM; IC50 in µM for titrated hits; actives 0.052% (n = 290,000);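 active means inhibition of at least 50% with at least 30 cells and total cytoplasm GFP at most 10,000,000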
GPR55 beta-arrestin – GPR55 agonists via beta-arrestin recruitment, primary screen, imaging, U2OS cells, beta-arrestin-GFP redistribution (AID 1961); activation, % at 10 µM, or EC50 in µM where a hit was titrated; actives 0.048% (n = 290,000); U2OS GPR55 beta-arrestin-GFP redistribution imaging; higher % means a stronger effect;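 active means activation above 40% with more than 50 cells counted in the well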;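 further: U2OS osteosarcoma cells stably expressing GPR55 and beta-arrestin-GFP; plate controls were DMSO negative control for no effect and LPI positive control for full effect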
Large T inhibition – SV40 large T antigen inhibitors, biochemical (AID 1903) | SV40 large T antigen ATPase/helicase inhibition assay; higher % means a stronger effect | one-dose inhibition, % at 20 µM; IC50 in µM for titrated hits | actives 0.39% (n = 310,000); in the data active means a potency from the dose series; further: strong numbers were not always called active
NTR1 ag – NTR1-driven beta-arrestin-GFP spot formation – imaging, U2OS cells, high content, primary screen (AID 493036) | P30989 | agonist mode | activation, % at 20 µM | actives 0.17% (n = 330,000);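 active means activation at or above 40% of the spot to cytoplasm intensity ratio, with at least 20 cells analyzed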;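 further: 0% = DMSO without peptide and 100% = 100 nM NTR1 peptide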
Target sequence (P30989 whole entry, looked up): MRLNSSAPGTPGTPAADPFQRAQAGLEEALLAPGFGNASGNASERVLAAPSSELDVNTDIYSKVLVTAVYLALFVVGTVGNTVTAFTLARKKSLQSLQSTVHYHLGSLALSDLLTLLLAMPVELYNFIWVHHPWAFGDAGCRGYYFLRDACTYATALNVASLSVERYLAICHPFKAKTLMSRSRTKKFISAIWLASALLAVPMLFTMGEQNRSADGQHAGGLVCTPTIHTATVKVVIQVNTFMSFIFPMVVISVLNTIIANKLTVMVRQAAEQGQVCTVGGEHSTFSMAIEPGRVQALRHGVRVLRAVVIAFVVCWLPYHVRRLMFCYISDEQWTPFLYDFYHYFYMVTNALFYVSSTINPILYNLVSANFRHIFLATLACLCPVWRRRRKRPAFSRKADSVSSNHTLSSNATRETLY
GPR55 LPI antagonism – GPR55 antagonists blocking LPI-driven arrestin recruitment, primary screen, imaging, U2OS, beta-arrestin-GFP, LPI agonist (AID 2013); U2OS GPR55 beta-arrestin-GFP translocation imaging, LPI antagonism; higher % means a stronger effect; inhibition, % at 10 µM; hits with a dose series show IC50 in µM; actives 0.13% (n = 290,000);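 active means spots per cell inhibited over 60%, with over 100 cells counted and total cytoplasm intensity under 500,000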;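 further: U2OS cells stably carrying GPR55 and arrestin-GFP stimulated by 5 µM LPI near EC80; imaged beta-arrestin-GFP aggregate spots per cell after agonist stimulation; plate controls were LPI-stimulated DMSO wells for no effect and DMSO wells without LPI for full effect; some results filed as inactive read as strong as hits; confirmed hits need IC50 under 10 µM and bright autofluorescent wells are also inconclusive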
Hep lipid drop – modulators of hepatic lipid droplet formation; AML12 mouse hepatocytes, oleate lipid droplets, BODIPY imaging; inhibition, % at 6.5 µM; actives 0.4% (n = 240,000);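 active means lipid droplet intensity inhibited by at least 50%, with more than 500 cells counted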
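System: AML12 hepatocytes (mouse). Probe or stimulus: oleic acid at 100 µM to induce lipid droplet formation. Times: overnight treatment with compound plus oleate. Detection: Image-based BODIPY and DAPI two-channel analysis. Evaluation: percent inhibition of filter-corrected integrated lipid droplet intensity per well.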
LYP phosphatase – PTPN22 lymphoid phosphatase activity blockers – biochemical, fluorescence intensity, uHTS (AID 1779); recombinant LYP phosphatase, fluorescence intensity; higher % means a stronger effect; inhibition, % at 11.5 µM, or IC50 in µM where a hit was titrated; actives 0.054% (n = 290,000); in the data active means inhibition above about 50%;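 further: plate controls were vehicle with enzyme for no effect and no enzyme for full effect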
Hep lipid drop cells 6.5 µM – also measured in Hep lipid drop; calls as there; cell count; measured here: cell count, cytotoxicity flag;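 cells counted across two imaged fields per well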
T cell HTS vesicle-bound % – further read-out of T cell HTS, marked with its call; double positive events, %; measured here: CD8+ vesicle-bound cell fraction;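 binding gate set so that unloaded-vesicle control wells show 10% double positive cells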
NTR1 ag cell count 20 µM – second read-out of NTR1 ag, no call of its own (marks repeat the call); cell count; measured here: cell count, cytotoxicity flag
An asterisk follows results filed as active; i = inactive; / = not tested or not shown.

SMILES | T cell HTS | T cell HTS vesicle-bound % | Rac1 GTP hydrolysis | GPR35 arrestin U2OS | GPR55 beta-arrestin | Large T inhibition | NTR1 ag | NTR1 ag cell count 20 µM | GPR55 LPI antagonism | Hep lipid drop | Hep lipid drop cells 6.5 µM | LYP phosphatase
Cn1c(=O)c2c(nc(CO)n2C)n(C)c1=O | i | 28 | 5% | -4% | -0.2% | 4% | -0.1 | 84 | -7% | -8 | 692 | -6%
Cc1cccc(C)c1N(CC(=O)NN=C1CCCCCC1)S(C)(=O)=O | i | 60 | 12% | -2% | -0.1% | 3% | -0.1 | 41 | 4% | 7 | 818 | 2%
Cn1nc2c3cc(F)ccc3n(Cc3ccc(F)cc3)cc-2c1=O | i | 48 | 7% | -20% | -0.3% | 17% | -0.7 | 90 | -6% | -12 | 747 | -7%
CCOC(=O)n1ccc(C(=O)Nc2ccccc2F)n1 | i | 21 | 7% | -4% | -0.2% | 0% | 0.7 | 73 | 33% | / | / | -6%
COc1ccc(CC(=O)NCC(=O)N/N=C/c2ccco2)cc1 | / | / | -1% | 5% | -0.1% | 11% | / | / | 8% | -1 | 336 | -8%
Cn1c(=O)[nH]c(=O)c2c1nc(N1CCCCCC1)n2CC(N)=O | i | 13 | 11% | 8% | -0.4% | 1% | -0.4 | 28 | 2% | -3 | 709 | -4%
CCSc1nc2sccc2c(=O)n1-c1ccccc1 | i | 25 | 3% | 10% | -0.1% | 1% | 0.3 | 42 | -7% | -20 | 730 | -3%
Cc1ccc(S(=O)(=O)N(C)CC(=O)O/N=C(\N)c2cccnc2)cc1 | i | 29 | -3% | 7% | -0.1% | 12% | 0.0 | 70 | 15% | -6 | 667 | 0%
c1ccc(CN=C2NN=C(c3ccccc3)CS2)cc1 | i | 51 | 9% | 1% | 0.2% | 17% | 3.8 | 52 | 14% | -1 | 689 | 8%
CC(=O)Nc1ccc(N(CC(=O)NC2CCCCC2)C(=O)Cn2nnc(-c3ccccc3)n2)cc1 | i | 42 | 4% | -11% | -0.3% | 7% | -1.3 | 48 | -5% | 13 | 779 | -4%
CCCCOC(=O)Oc1ccc2c(=O)c(Oc3cccc(C)c3)coc2c1 | i | 60 | 7% | 13% | 0.6% | 7% | -0.2 | 51 | 6% | 0 | 580 | -11%
C=CCNS(=O)(=O)c1cccc(C(C)=O)c1 | i | 5 | 4% | 1% | 0.2% | 4% | 5.9 | 56 | 12% | -11 | 446 | -4%
C=CCn1c(SCC(=O)N2CCN(c3ccc(F)cc3)CC2)nnc1-c1cccs1 | i | 45 | 5% | -6% | -0.1% | 7% | 7.3 | 49 | 6% | / | / | -2%
N=c1c(S(=O)(=O)c2ccc(Cl)cc2)cc2c(=O)n3ccccc3nc2n1C1CCCC1 | i | 10 | 7% | -6% | -0.2% | 12% | 7.3 | 71 | 15% | 9 | 867 | -13%
Cc1ccc(NC(=O)CN(C)Cc2cccs2)cc1Cl | i | 31 | 3% | -1% | -0.3% | 10% | 0.2 | 56 | 4% | 10 | 843 | -7%
Nc1cccc(/C=C/c2ccncc2)c1 | i | 44 | 6% | -2% | 0.0% | 9% | -1.4 | 48 | 10% | 5 | 436 | 2%
CCC1(C)OC(=O)NN(c2ccc(C)cc2)C1(C)O (stereo not given) | i | 46 | 1% | 4% | -0.3% | 7% | -0.6 | 28 | -11% | -15 | 527 | -4%
CCCc1nnc(NC(=O)Cn2c(=O)oc3cc(Br)ccc32)s1 | i | 35 | 3% | 8% | -0.1% | 18% | 6.5 | 79 | -6% | -2 | 761 | 7%
O=S(=O)(c1cccs1)N1CN(Cc2cccs2)c2nc3ccccc3nc21 | i | 52 | 5% | -14% | 0.1% | 21% | -0.6 | 41 | 24% | 32 | 629 | 4%
CCN(CC)C(=O)c1sc(NC(=S)N2CCN(C(=O)C3CCCO3)CC2)c(C(=O)OC)c1C (stereo not given) | i | 18 | 4% | 12% | 0.3% | 13% | 0.9 | 74 | 12% | 0 | 836 | 0%
CN(c1cccc(NC(=O)c2ccc(Cl)c(S(=O)(=O)N3CCOCC3)c2)c1)S(C)(=O)=O | i | 64 | 5% | 1% | -0.1% | 12% | 0.6 | 56 | 3% | -28 | 699 | 2%
O=C1C2C3c4ccccc4C(c4ccccc43)C2C(=O)N1c1cccnc1 (stereo not given) | i | 24 | -1% | 13% | 0.2% | 7% | 0.3 | 48 | -11% | 2 | 618 | -8%
CC1CCN(C(=O)CCCC(=O)O)CC1 | i | 31 | 2% | 14% | -0.4% | 6% | -0.1 | 74 | -2% | 0 | 494 | 6%
COc1cc(CNC(=O)CCn2nc(C)c3c(C)n(-c4ccccc4)nc3c2=O)cc(OC)c1OC | i | 47 | 8% | -3% | -0.1% | 12% | 1.4 | 60 | 10% | 21 | 689 | -8%
Cn1nc(-c2ccccc2)c(C#N)c1Sc1cccc(Cl)c1 | i | 22 | 6% | 5% | -0.1% | 5% | 3.3 | 55 | 6% | / | / | -8%
The list continues:
SMILES | T cell HTS | T cell HTS vesicle-bound % | Rac1 GTP hydrolysis | GPR35 arrestin U2OS | GPR55 beta-arrestin | Large T inhibition | NTR1 ag | NTR1 ag cell count 20 µM | GPR55 LPI antagonism | Hep lipid drop | Hep lipid drop cells 6.5 µM | LYP phosphatase
Cc1ccc(C)c(S(=O)(=O)N2CCCC2CNC(=O)C(=O)NCc2ccco2)c1 (stereo not given) | i | 40 | 5% | / | / | -1% | -1.0 | 92 | / | / | / | /
O=C(COC(=O)/C=C/c1ccco1)Nc1ccc(F)cc1Cl | i | 61 | 8% | 1% | -0.3% | -9% | -0.2 | 69 | 6% | 0 | 704 | 1%
COc1ccc(C)cc1N(CC(=O)N/N=C/c1ccc2c(c1)OCO2)S(C)(=O)=O | i | 30 | 7% | 14% | -0.1% | 20% | 0.1 | 18 | -5% | -3 | 666 | 0%
O=[N+]([O-])c1ccccc1CCc1cnc(Cl)s1 | i | 18 | 1% | 0% | 0.0% | 11% | -1.1 | 87 | 5% | / | / | -7%
O=c1[nH]c(=S)[nH]c2nc(-c3cccs3)cc(C(F)(F)F)c12 | i | 34 | / | -2% | -0.1% | 29% | 5.8 | 74 | 11% | / | / | 0%
CC(OC(=O)c1ccco1)C(=O)NC1CCCCC1 (stereo not given) | i | 17 | 5% | 3% | 0.1% | 6% | -1.0 | 86 | 6% | / | / | -8%
COc1nc(N=C(N)N)nc2c(C)cccc12 | i | 51 | 12% | 21% | 0.2% | 4% | 0.3 | 86 | -12% | / | / | -8%
Cc1nonc1NC(=O)CSc1ccccn1 | i | 40 | 8% | 11% | 0.6% | 4% | -1.6 | 51 | -1% | -14 | 773 | -5%
Cc1cc(=O)oc2ccc(OC(C)C(=O)O)cc12 (stereo not given) | i | 22 | 6% | 8% | -0.3% | 6% | 1.3 | 40 | 2% | 18 | 730 | -5%
CC(=O)N(C)c1ccc(NC(=O)c2cnn(C)c2)cc1 | i | 42 | 10% | -6% | -0.1% | 16% | 1.9 | 42 | -2% | 12 | 755 | -10%
CC(NC(=O)c1cc(-c2ccccn2)nc2ccc(Cl)cc12)C1CCCO1 (stereo not given) | i | 27 | 5% | 3% | 0.2% | 17% | 2.6 | 39 | 3% | -7 | 631 | -10%
Cc1ccc2c(N)c(C#N)sc2n1 | i | 29 | 5% | -2% | 0.0% | 12% | -0.7 | 74 | -8% | -2 | 752 | -2%
O=C(O)/C=C/C(=O)Nc1ccccc1C(=O)Nc1ccccc1 | i | 44 | 10% | 3% | 0.0% | 11% | -0.2 | 88 | -9% | 10 | 808 | -1%
Cc1cc(C(=O)CN2C(=O)NC(CC(C)C)C2=O)c(C)n1-c1ccccc1F (stereo not given) | i | 37 | 2% | 6% | 0.0% | 17% | -1.4 | 36 | 45% | 0 | 662 | -3%
O=C(O)c1ccc(NC(=S)NC(=O)C(c2ccccc2)c2ccccc2)cc1 | i | 36 | 5% | 7% | -0.1% | 27% | 0.4 | 68 | 3% | -3 | 827 | -7%
O=C(Cc1ccc(Cl)cc1)N/N=C/c1cccc(O)c1 | i | 59 | -4% | -1% | 0.2% | 6% | 1.9 | 55 | -3% | -15 | 823 | -10%
Nc1[nH]c(=O)[nH]c(=O)c1N=Nc1cccc(Cl)c1 | i | 37 | 4% | -11% | -0.2% | 5% | 2.6 | 78 | -9% | 3 | 617 | -11%
Cc1c(O[C@@H]2O[C@H](CO)[C@@H](O)[C@H](O)[C@H]2O)ccc2c1oc(=O)c1ccccc12 | i | 38 | 21% | 8% | 0.0% | 5% | 0.2 | 96 | 2% | / | / | -14%
O=C(O)c1ccc(CS(=O)(=O)Cc2ccccc2F)o1 | i | 6 | 7% | 7% | 0.3% | 5% | -1.2 | 52 | -1% | 8 | 758 | -9%
CCOC(=O)c1c(C)nc2sc3c(=O)n(-c4ccc(C(C)=O)cc4)nnc3c2c1-c1ccc(OC)cc1 | i | 50 | 4% | 7% | 0.7% | -4% | 0.8 | 30 | 2% | / | / | 5%
CCN(CC)S(=O)(=O)c1ccc2oc(SCC(=O)Nc3cc(C)on3)nc2c1 | i | 10 | 8% | / | / | 18% | -0.5 | 60 | / | / | / | /
CN(C)S(=O)(=O)c1cccc(NC(=O)CO/N=C(\N)c2ccccc2)c1 | i | 41 | -4% | / | / | -2% | -0.2 | 60 | / | / | / | /
Cc1c(C(=O)N(C)C)sc(NC(=O)c2cccc([N+](=O)[O-])c2)c1C#N | i | 30 | 8% | 3% | 0.6% | 3% | -0.6 | 75 | 2% | -3 | 660 | 1%
CCOc1ccc(NC2OC(CO)C(O)C(O)C2O)c([N+](=O)[O-])c1 (stereo not given) | i | 50 | 1% | -1% | -0.2% | 0% | -1.9 | 91 | 12% | 15 | 669 | -4%
Cc1sc(-c2ccccn2)nc1OC(=O)c1ccc(F)cc1F | i | 61 | 4% | 9% | 0.0% | 6% | / | / | -15% | -11 | 673 | 3%

An unsorted share of the library. About 1.8% of those tested had a hit in this group.
